Salmonella PhoP GFP – inhibitors of PhoP regulon expression, primary screen, Salmonella Typhimurium, GFP reporter (AID 1863); S. Typhimurium PhoP-regulated promoter GFP reporter, 4 h; higher % means a stronger effect; one-dose inhibition, % at 50 µM; IC50 in µM for titrated hits; 300,000 compounds, 0.16% hits;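 active means inhibition over 29.93%, a cutoff 3 SD above the screen mean, later confirmed by dose response; inconclusive means inhibition over 29.93% but no dose response follow-up; inactive means inhibition at most 29.93% or unconfirmed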;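 further: 0% = low Mg2+ inducing control and 100% = high Mg2+ repressing control; strong numbers were not always called active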
HIV fusion peptide – inhibitors of HIV fusion peptide binding, primary screen, biochemical, uHTS, fluorescence dequenching (AID 1986); cell-free peptide binding, fluorescence dequenching, 30 min; higher % means a stronger effect; inhibition, % at 20 µM; hits with a dose series show IC50 in µM; 290,000 compounds, 0.3% hits; in the data active means inhibition mostly above about 52%, no sharp cut-off; inactive means mostly below about 76%; further: some results filed as inactive read as strong as hits
GPR35 antagonists – GPR35 antagonists blocking zaprinast-driven arrestin recruitment, primary screen, imaging, U2OS, beta-arrestin-GFP, zaprinast agonist (AID 2058); G-protein coupled receptor 35 (Homo sapiens); U2OS GPR35 beta-arrestin-GFP translocation imaging, zaprinast antagonism; higher % means a stronger effect; inhibition, % at 10 µM, or IC50 in µM where a hit was titrated; 290,000 compounds, 0.052% hits;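 active means inhibition of at least 50% with at least 30 cells and total cytoplasm GFP at most 10,000,000; inconclusive means under 30 cells or total GFP of 10,000,000 plus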
GPR55 antagonists – GPR55 antagonists blocking LPI-driven arrestin recruitment, primary screen, imaging, U2OS, beta-arrestin-GFP, LPI agonist (AID 2013) | 290,000 compounds, 0.13% hits | G-protein coupled receptor 55 (Homo sapiens) | one-dose inhibition, % at 10 µM; IC50 in µM for titrated hits | U2OS GPR55 beta-arrestin-GFP translocation imaging, LPI antagonism; higher % means a stronger effect;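 active means spots per cell inhibited over 60%, with over 100 cells counted and total cytoplasm intensity under 500,000; inconclusive means wells with under 100 cells, flagged as likely toxic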;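 further: U2OS cells stably carrying GPR55 and arrestin-GFP stimulated by 5 µM LPI near EC80; imaged beta-arrestin-GFP aggregate spots per cell after agonist stimulation; plate controls were LPI-stimulated DMSO wells for no effect and DMSO wells without LPI for full effect; some results filed as inactive read as strong as hits; confirmed hits need IC50 under 10 µM and bright autofluorescent wells are also inconclusive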
RSV CPE inhibition – RSV antiviral activity via CPE protection, HEp-2 cells, primary 10 µM value included (AID 2391); HEp-2 cells, RSV-induced CPE inhibition; higher % means a stronger effect; 310,000 compounds, 0.13% hits; CPE inhibition, % at 10 µM; hits with a dose series show IC50 in µM; in the data active means a potency from the dose series; inconclusive means CPE inhibition mostly from about 23% at the one dose, without a potency; inactive means the rest, 99 in 100 with CPE inhibition below about 21%; further: strong numbers were not always called active
NS5 inhibitors – Dengue-2 NS5 methyltransferase inhibitors, primary screen, biochemical, confirmation dose response (AID 588689); 340,000 compounds, 0.3% hits; Dengue-2 NS5 methyltransferase capping enzyme assay, biochemical; higher % means a stronger effect; Genome polyprotein (Dengue virus type 2 (strain 16681-PDK53)); inhibition, % at 25 µM, or IC50 in µM where a hit was titrated; in the data active means a potency from the dose series; inconclusive means inhibition above about 29% without an active follow-up result
UTI89 phage lysis – inhibition of K1F phage lysis, E. coli UTI89, bacterial capsule biogenesis inhibitors, alamar blue (AID 488966) | E. coli UTI89 K1F phage lysis, alamar blue, 2 h; higher % means a stronger effect | one-dose inhibition, % at 100 µM; IC50 in µM for titrated hits | 340,000 compounds, 0.02% hits;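 active means phage lysis inhibition, versus mean bacterial control, above a set limit; inconclusive means no clear call, values can overlap the other calls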;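 further: capsule biogenesis inhibitors block K1F phage lysis so surviving cells raise fluorescence; higher fluorescence means more inhibition of phage lysis; actives were called in the ten point dose series up to 300 µM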
MgcRacGAP inhibition – MgcRacGAP GTPase-activating activity inhibitors, confirmation, biochemical, ADP Hunter fluorescence; inhibition, % at 30 µM, or IC50 in µM where a hit was titrated; AID 624330, 2012; MgcRacGAP-stimulated Rac1 GTP hydrolysis, ADP Hunter fluorescence; higher % means a stronger effect; GST-tagged Rac1 F28L mutant substrate; 340,000 compounds, 0.6% hits;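 active means first-screen hits whose inhibition reached a set limit at any dose in the follow-up dose series; inconclusive means inhibition above the set first-screen limit but never retested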;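 further: fluorescence reports GDP produced by GAP-driven GTP hydrolysis; strong numbers were not always called active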
Large T inhibition – SV40 large T antigen inhibitors, biochemical (AID 1903) | one-dose inhibition, % at 20 µM; IC50 in µM for titrated hits | 310,000 compounds, 0.39% hits | SV40 large T antigen ATPase/helicase inhibition assay; higher % means a stronger effect; in the data active means a potency from the dose series; inconclusive means inhibition mostly from about 32% at the one dose, without a potency; inactive means the rest, 99 in 100 with inhibition below about 32%; further: strong numbers were not always called active
NS5 inhibitors pilot replicate – second read-out of NS5 inhibitors, no call of its own (marks repeat the call); inhibition, %; measured here: pilot screen replicate inhibition
Starred values were filed as active, the others as inactive; u = inconclusive; x = no result given; [ ] = another dose, or the depositor's remark.

SMILES	Salmonella PhoP GFP	HIV fusion peptide	GPR35 antagonists	GPR55 antagonists	RSV CPE inhibition	NS5 inhibitors	UTI89 phage lysis	MgcRacGAP inhibition	Large T inhibition	others
CCCCC(=O)N1CCCC(c2nc3c(nnn3Cc3cc(C)ccc3C)c(=O)[nH]2)C1 (centres undefined)	0%	-2.0%	-11%	8%	2.6%	2%	2.8%	6%	11%
O=C(NC(=S)Nc1ccccc1[N+](=O)[O-])c1ccco1	8%	-3.6%	-2%	12%	0.0%	-4%	-0.5%	-1%	4%
COc1cc(C2c3cc4c(cc3C(OC3OC5COC(c6cccs6)OC5C(O)C3O)C3COC(=O)C23)OCO4)cc(OC)c1O (centres undefined)	-2%	-0.8%	-9%	0%	-0.9%	-1%	4.8%	-1%	16%
COc1cc2[nH]c(=O)n(Cc3ccc(C(=O)NCC4CCCO4)cc3)c(=O)c2cc1OC (centres undefined)	7%	1.4%	17%	21%	0.2%	2%	-0.2%	7%	3%
CC1CCCCC12NC(=O)N(CC(=O)OCC(=O)NC(=O)c1ccccc1)C2=O (centres undefined)	x	x	x	x	0.3%	-2%	0.3%[50 µM]	-1%	x
O=C(NCCCNC(=O)c1cccnc1)c1ccc(Cl)cc1	-3%	1.2%	2%	7%	3.0%	-3%	0.2%	0%	3%
CCCC(C)NNC(=O)c1cc2ccccc2[nH]1 (centres undefined)	-19%	0.2%	-9%	-10%	0.7%	0%	-0.7%	2%	21%
Cc1csc(NC(C)c2nc3cc(Cl)c(N4CCCCC4)cc3n2CCOCCO)n1 (centres undefined)	2%	x	x	x	-0.1%	-8%	-1.2%	0%	25%
Cc1ccc(N2C(=O)CC(n3ccnc3)C2=O)cc1C (centres undefined)	19%	-1.7%	0%	-1%	0.7%	-2%	-1.5%	2%	7%
CN(C)S(=O)(=O)c1ccc(C(=O)OCc2nnc(-c3ccccc3)o2)cc1	-12%	-2.5%	10%	-11%	-0.5%	1%	-0.2%[50 µM]	9%	17%
CN(C)S(=O)(=O)c1ccc2c(c1)C(=NNC(N)=O)c1cc(S(=O)(=O)N(C)C)ccc1-2	5%	-0.3%	-3%	-6%	0.4%	-8%	2.7%[50 µM]	8%	4%
COc1ccccc1N1CCN(C(=O)c2sc3ncn(CC(=O)N4CCC(C)CC4)c(=O)c3c2C)CC1	3%	0.3%	8%	-2%	0.9%	0%	3.0%	5%	3%
COc1ccc(N2CCC(CNC(=O)Nc3ccc(Cl)cc3)C2)cc1 (centres undefined)	8%	-0.2%	5%	14%	13%	3%	0.0%	23%	22%
COc1cccc(CNC(=O)C23CN(Cc4ccccc4)CC2C(c2ccc([N+](=O)[O-])cc2)=NO3)c1 (centres undefined)	2%	-1.2%	-1%	-12%	6.4%	-11%	4.5%	12%	2%
COCCN(CCOC)C(=O)c1cc2c(=O)n3ccccc3nc2s1	-4%	-1.4%	16%	6%	0.3%	2%	-3.5%	-1%	9%
COc1cccc(C(=O)CSc2nnc(-c3cc(OC)c(OC)c(OC)c3)o2)c1	-6%	-1.1%	7%	4%	1.7%	0%	2.9%	11%	3%
COCCn1c(SCC(=O)Nc2cccc(S(N)(=O)=O)c2)nc2ccccc21	3%	-1.2%	21%	10%	0.5%	7%	-0.1%	7%	0%
O=C(CSc1ccc2ccccc2c1)Nc1ccc(S(=O)(=O)Nc2nccs2)cc1	-1%	37%	0%	24%	1.4%	-5%	-4.6%	-1%	0%
CCC(=O)Oc1c(S(=O)(=O)c2ccc(C)cc2)c(C)nn1C(C)(C)C	9%	-1.6%	4%	15%	3.2%	-1%	0.2%	8%	11%
CCN(CC(=O)Nc1ccccc1OC)C(=O)c1ccccc1Sc1ccccc1C#N	x	x	x	x	-0.3%	-14%	0.0%[50 µM]	4%	x
CCN(CC)c1ccc(S(=O)(=O)N2CCOCC2)cc1NC(=O)COC(=O)c1ccco1	2%	x	x	x	-0.5%	4%	1.4%[50 µM]	7%	11%
Cc1ccc2nc(NC(=O)/C=C/c3ccc4c(c3)OCO4)sc2c1	0%	-2.0%	1%	3%	7.7%	2%	1.7%[50 µM]	3%	0%
CC1C=CCC2C(=O)N(c3ccc(Cl)cc3O)C(=O)C12 (centres undefined)	21%	0.8%	-2%	17%	0.1%	-7%	-3.2%	4%	-30%
O=C(CCn1c(=O)oc2ccccc21)NCCCN1CCOCC1	0%	-1.2%	-11%	4%	1.3%	-5%	0.0%	6%	1%
COc1ccc(N(C)C(=O)c2cc3c(Cl)nc4ccccc4c3s2)cc1	-3%	1.0%	17%	-2%	1.9%	-10%	1.2%[50 µM]	5%	9%
CCc1c(O)nc(SCC(=O)NC(C)(C)C)n(-c2ccccc2)c1=O	4%	0.9%	11%	8%	1.5%	-2%	0.5%	4%	5%
CCCNC(=O)c1cc2cc([N+](=O)[O-])ccc2s1	-7%	-0.4%	15%	-6%	11%	3%	0.5%	5%	14%
O=C(O)CCCCCNS(=O)(=O)c1cccc2c1C(=O)c1ccccc1C2=O	1%	-0.8%	4%	-1%	1.3%	-2%	1.8%[50 µM]	2%	27%
Cc1cccc(OCCCC(=O)NNC(=O)CCN2CCN(c3ccccc3)CC2)c1	-9%	x	x	x	-1.8%	-5%	1.2%[50 µM]	3%	2%
CCOCCn1c(CN(Cc2ccccc2)Cc2ccccc2)nc2c1c(=O)n(C)c(=O)n2C	-11%	2.0%	-1%	3%	0.4%	-2%	-0.4%	4%	6%
Nc1[nH]nc2nc3ccccc3cc12	1%	0.1%	6%	-7%	21%	-5%	0.3%	u	36%
O=S(=O)(O)c1ccc(N=NNc2ccc(Br)cc2)cc1	-1%	20%	5%	-5%	6.2%	8%	0.1%	8%	30%
Cn1sc(=O)c2cc(S(=O)(=O)NC3CC3)ccc21	-15%	-0.8%	14%	9%	1.9%	x	x	x	57µM*
COc1cccc(C2CC(c3cccs3)=NN2C(=S)Nc2ccccc2)c1OC (centres undefined)	-40%	-0.2%	13%	7%	3.1%	-12%	-0.5%	10%	2%
CSc1cccc(NC(=S)N(CCN(C)C)C(C)c2ccccn2)c1 (centres undefined)	-8%	-1.1%	-5%	-27%	-1.5%	-14%	0.3%	9%	7%
Cc1nc2ccccn2c1C(=O)c1ccccc1	1%	-1.2%	4%	-3%	3.7%	-3%	6.8%	8%	0%
CCC(=O)NCCCCCCCCCNC(=O)CC	-6%	0.9%	0%	8%	0.2%	-4%	3.7%	6%	9%
O=C(CN1CCN(c2ccc(F)cc2)CC1)Nc1ccccc1	-6%	0.1%	-5%	-13%	-0.2%	-1%	-0.2%	7%	-2%	NS5 inhibitors pilot replicate=-1.5
Cc1ccccc1OCC1Cn2c(nc3c2c(=O)n(C)c(=O)n3C)O1 (centres undefined)	-1%	-0.8%	-16%	18%	14%	x	0.3%	12%	12%
O=C(OCc1cccc([N+](=O)[O-])c1)c1cccnc1	2%	-0.5%	9%	14%	2.9%	0%	0.2%	9%	7%
Cc1ccc(Oc2c(CO)c(-c3ccccc3)nn2C)cc1	0%	0.0%	5%	-6%	0.9%	x	-0.4%	2%	6%
C/C(CC(=O)Nc1ccc(N(C)C)cc1)=N\NC(=O)c1ccccn1	-2%	1.9%	17%	2%	0.9%	16%	0.3%	17%	28%
O=C(CCl)N1N=C(c2ccco2)CC1c1cccs1 (centres undefined)	2%	22%	-11%	-2%	-1.7%	-15%	1.3%	10%	u
COc1ccc(C(=O)OCC(=O)Nc2ccc(F)c(F)c2F)cc1OC	15%	-0.2%	17%	2%	1.5%	-4%	2.0%	9%	-8%
COc1ccc(/C=C/C(=O)OCC(=O)NCC2CCCO2)cc1 (centres undefined)	-4%	1.0%	8%	3%	0.8%	-2%	0.1%	-2%	12%
O=C1c2cccc3cccc(c23)C(=O)N1c1nccs1	17%	-0.9%	-15%	-12%	0.2%	-3%	-0.2%	8%	2%
CN1CCC(=O)N([C@H](CN=[N+]=[N-])c2ccccc2)CC1	-1%	0.3%	3%	-18%	-0.4%	0%	0.1%	7%	14%
COc1ccc(C=O)cc1CSc1nnc(COc2cccc3cccnc23)o1	2%	2.4%	-1%	0%	3.1%	-1%	0.0%	4%	9%
Cc1ccc(NC(=O)C2CCN(S(=O)(=O)c3ccc4c(c3)NC(=O)CO4)CC2)cc1C	-6%	0.8%	-18%	4%	u	-7%	0.5%	11%	x
O=[N+]([O-])c1cccc(-c2c[n+]3c(n2-c2ccccc2)SCC3)c1	3%	0.8%	-10%	0%	6.6%	-2%	0.3%	2%	5%
COc1ccc(OC)c(S(=O)(=O)N2CCC(C(=O)NCCc3ccccc3)CC2)c1	9%	-0.4%	13%	3%	1.1%	-4%	2.6%	6%	7%
CCCCC(=O)Nc1ccc(NC(=O)c2ccc([N+](=O)[O-])cc2Cl)cc1OC	-6%	2.2%	-6%	9%	2.2%	1%	1.1%	-2%	8%
COc1ccc(N(CC(=O)N/N=C/c2ccc(OC)c(OC)c2)S(=O)(=O)c2ccccc2)cc1	0%	0.5%	-8%	-1%	3.8%	-3%	-0.1%	11%	5%

Structures above that contain a tert-butyl group (two):
SMILES	Salmonella PhoP GFP	HIV fusion peptide	GPR35 antagonists	GPR55 antagonists	RSV CPE inhibition	NS5 inhibitors	UTI89 phage lysis	MgcRacGAP inhibition	Large T inhibition	others
CCC(=O)Oc1c(S(=O)(=O)c2ccc(C)cc2)c(C)nn1C(C)(C)C	9%	-1.6%	4%	15%	3.2%	-1%	0.2%	8%	11%
CCc1c(O)nc(SCC(=O)NC(C)(C)C)n(-c2ccccc2)c1=O	4%	0.9%	11%	8%	1.5%	-2%	0.5%	4%	5%

Screening data (PubChem BioAssay)
